Bioassay records: PubChem BioAssay, several laboratories
UBC9 SUMO inh = SUMOylation inhibition. P63279. HTRF SUMOylation assay, SAE1/SAE2 + UBC9, in vitro. inhibition, % at 35 µM. 290,000 compounds, 0.36% hits. AID 2006; in the data active = inhibition above about 50%, passing the limit was not always enough; note: strong numbers were not always called active
p-CIP stab down = compounds decreasing mouse p/CIP protein stability. Q05BA5. F442A p/CIP-EGFP cells, EGFP fluorescence, 16 h. decrease of EGFP signal, % at 10 µM. 290,000 compounds, 0.01% hits. AID 1984;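 active = EGFP signal decrease of at least 30% at 10 µM or well 3 SD below plate mean, unless failing retest; inactive = the rest, including hits failing retest or dose response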; note: some compounds called inactive have numbers as strong as hits; many of its hits are not listed in these tables
IDE inh = inhibits human insulin-degrading enzyme in HEK cells. P14735. FAbetaB cleavage, fluorescence polarization. inhibition, % at 5.59 µM. 320,000 compounds, 0.41% hits. AID 434962;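 active = percent inhibition above the average of all tested compounds plus 3 SD, set per screening campaign, cut at about 16% in these data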;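 note: IDE supplied by intact live HEK cells; FP after avidin binding of uncleaved biotin substrate so inhibition keeps polarization high; 0% = DMSO wells and 100% = 60 µM reference IDE inhibitor Ii1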
Target sequence (P14735 whole entry, looked up): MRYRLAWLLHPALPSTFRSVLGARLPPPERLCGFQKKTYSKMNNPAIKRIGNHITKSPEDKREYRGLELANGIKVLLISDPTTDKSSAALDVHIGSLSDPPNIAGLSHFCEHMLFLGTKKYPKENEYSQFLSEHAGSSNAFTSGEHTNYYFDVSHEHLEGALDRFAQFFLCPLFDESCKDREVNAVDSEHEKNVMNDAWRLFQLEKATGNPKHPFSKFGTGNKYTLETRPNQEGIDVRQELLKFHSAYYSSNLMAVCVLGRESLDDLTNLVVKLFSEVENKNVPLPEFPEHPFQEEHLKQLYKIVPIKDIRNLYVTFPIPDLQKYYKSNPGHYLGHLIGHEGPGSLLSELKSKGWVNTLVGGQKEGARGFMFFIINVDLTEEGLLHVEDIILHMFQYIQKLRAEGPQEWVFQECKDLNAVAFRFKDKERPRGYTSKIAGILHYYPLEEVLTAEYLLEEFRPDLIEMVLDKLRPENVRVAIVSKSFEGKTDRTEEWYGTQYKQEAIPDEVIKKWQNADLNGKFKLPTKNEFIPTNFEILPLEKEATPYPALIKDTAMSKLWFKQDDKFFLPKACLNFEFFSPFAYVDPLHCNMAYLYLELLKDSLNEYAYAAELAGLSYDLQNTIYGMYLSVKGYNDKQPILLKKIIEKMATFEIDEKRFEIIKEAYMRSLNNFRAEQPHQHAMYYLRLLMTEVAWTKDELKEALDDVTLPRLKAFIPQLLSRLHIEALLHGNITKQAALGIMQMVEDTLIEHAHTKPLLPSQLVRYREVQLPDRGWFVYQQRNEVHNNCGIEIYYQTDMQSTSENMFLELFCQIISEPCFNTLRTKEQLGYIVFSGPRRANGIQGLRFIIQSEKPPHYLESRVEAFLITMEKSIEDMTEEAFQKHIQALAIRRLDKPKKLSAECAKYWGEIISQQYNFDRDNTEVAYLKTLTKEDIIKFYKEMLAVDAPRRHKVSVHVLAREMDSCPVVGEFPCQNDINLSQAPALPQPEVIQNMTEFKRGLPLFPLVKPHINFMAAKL
NALP1 yeast inh = inhibitors of NALP1 inflammasome in yeast | S. cerevisiae NALP1/ASC/caspase-1 growth, X-gal OD620, 72 h | inhibition, % at 10 µM | 280,000 compounds, 0.61% hits; in the data active = inhibition mostly above about 24%, no sharp cut-off; inactive = mostly below about 32%; note: some compounds called inactive have numbers as strong as hits
M18AAP inhibitor = blocks P. falciparum M18 aspartyl aminopeptidase. recombinant PfM18AAP, H-Glu-NHMec fluorogenic cleavage. inhibition, % at 7.35 µM. 290,000 compounds, 1.2% hits;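 active = inhibition above the campaign mean inhibition over all tested compounds plus 3 SD, cut at about 28% in these data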;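 note: 0% = plate median of test compound wells and 100% = 2 mM ZnCl2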
MEKK2mut PB1 HTS = signal of MEK5 binding to mutant human MEKK2 PB1 domain; bead flow cytometry, Alexa488-MEK5 binding to MEKK2 mutant; percent response, % at 10 µM; 290,000 compounds, 0.35% hits; in the data active = percent response above about 24%, passing the limit was not always enough; note: inactives centre near 1; some results filed as inactive read as strong as hits; reference of the scale not given here
IDE cell activ = activators of human insulin-degrading enzyme in cells; P14735; 340,000 compounds, 0.073% hits; activation, % at 5.96 µM; HEK cells, FAbeta-B cleavage, fluorescence polarization; 0% vehicle, 100% cell-free pure enzyme wells; AID 493087;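 active = activation above the mean of all tested compounds plus 3 SD, set per screening campaign, cut at about 17% in these data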
MEKK3 PB1 HTS = modulators (inhibitors or enhancers) of MEK5 binding to human MEKK3 PB1 domain. Q99759. bead-based flow cytometry, Alexa488-MEK5 binding to MEKK3; actives lie on both sides; 0 = blocked by unlabeled MEK5, 100 = vehicle. 290,000 compounds, 1.4% hits. binding response (% of control), % at 10 µM;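 active = binding response more than 3 SD above or below the average of its plate-row segment, actives on both sides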;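 note: Alexa488 bead fluorescence after subtracting the streptavidin-only scavenger bead signal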
MEKK2wt PB1 HTS = raises or lowers MEK5 binding to wildtype human MEKK2 PB1 domain; binding response (% of control), % at 10 µM; Q9Y2U5; 290,000 compounds, 1.1% hits; bead flow cytometry, Alexa488-MEK5 binding to MEKK2 WT; actives lie on both sides; in the data active = binding response below about 67% or above about 130%
* hit, by the source's call; . = not tested or not shown. These rows are one share of the data; rates above refer to the full screens.

Molecule,UBC9 SUMO inh,p-CIP stab down,IDE inh,NALP1 yeast inh,M18AAP inhibitor,MEKK2mut PB1 HTS,IDE cell activ,MEKK3 PB1 HTS,MEKK2wt PB1 HTS
COc1ccc(C(=O)Cc2cnn(-c3ccccc3)c2)c(O)c1,20.2,-11.3,3.6,8.5,5.1,6.0,-1.7,101.0,106.0
CC(=O)O/N=C(\N)c1ccc(-c2csnn2)cc1,11.8,1.3,-0.4,1.9,1.7,5.0,5.8,102.0,100.0
Cc1sc2nc(-c3cccnc3)nc(Cl)c2c1-c1ccccc1,-14.6,-10.5,2.5,.,-0.6,-1.0,-2.1,93.0,95.0
CCn1c(SCC(=O)Nc2ccc(C)cc2)nnc1-c1cnccn1,2.2,-1.2,3.8,13.5,-2.3,-4.0,-1.8,96.0,95.0
Cn1c(-c2ccccc2O)cc2ccccc21,19.7,-3.3,3.4,15.8,0.5,1.0,4.5,105.0,104.0
CN(C)c1nc(NC(C)(C)C)nc(SCC(=O)Nc2ccccc2)n1,-3.6,-10.3,-2.6,-1.7,3.0,-7.0,0.9,98.0,97.0
COc1cc(S(=O)(=O)NCc2ccccc2)ccc1F,3.8,-18.2,-7.2,19.3,-7.2,3.0,6.9,99.0,104.0
Cc1cc(C)n(CC(=O)NC2CCCc3c2cnn3-c2ccccc2F)n1 (stereo unspecified),1.3,4.1,1.6,1.0,1.7,2.0,-6.6,102.0,104.0
c1coc(CNc2ncnc3ccccc23)c1,-11.9,-19.8,3.7,-3.2,-7.7,5.0,3.4,104.0,103.0
COc1ccc(S(=O)(=O)N(CC(=O)O)c2ccccn2)cc1,-1.2,-4.0,-0.7,18.5,11.5,.,2.9,.,.
COc1cccc(CN2CCN(C(=O)c3cc(-c4ccccn4)nc4ccc(Cl)cc34)CC2)c1,-3.4,-1.1,-1.9,-3.6,6.1,5.0,3.0,102.0,102.0
Cn1c(=O)c2cc(S(=O)(=O)NC(C(=O)Nc3cccnc3)c3ccccc3)ccc2n(C)c1=O (stereo unspecified),4.3,-6.9,2.1,0.1,-0.9,-3.0,5.3,102.0,102.0
Cc1ccccc1C(O)c1ccccn1 (stereo unspecified),38.4,-2.0,-0.2,-4.6,2.7,4.0,3.3,101.0,106.0
CC(O)CNc1nc2c(c(=O)n(Cc3cccc(Cl)c3)c(=O)n2C)n1C (stereo unspecified),0.3,3.0,-2.7,6.5,2.0,4.0,3.9,103.0,108.0
O=C(O)c1ccc(/C=N/NC(=S)NC2CCCCC2)cc1,3.4,-5.3,0.2,-8.7,8.9,-3.0,2.2,103.0,97.0
Cc1c(C(=O)NN)nn(-c2ccc(Cl)cc2)c(=O)c1C#N,19.8,-10.8,-6.0,1.6,-7.1,0.0,-1.0,106.0,101.0
Cc1ccc(O)c(-c2cc(-c3ccc(F)cc3)no2)c1,14.8,-8.2,3.6,-0.9,3.7,12.0,-2.9,109.0,106.0
O=C(Nc1cccc(C(F)(F)F)c1)Nc1ccc(N2CCCC2)c(S(=O)(=O)Nc2ccccc2Cl)c1,5.9,-7.8,-2.9,28.8,-9.1,50.0,-2.1,112.0,49.0
Cc1ccc(C(=O)NC(=S)Nc2cccc(NC(=O)c3ccccc3)c2)cc1[N+](=O)[O-],-8.9,-4.5,0.2,8.8,-8.8,-2.0,-7.7,107.0,100.0
COC(=O)c1ccc(C(=O)N(C)C2CCCN(Cc3ccccc3F)C2)nc1 (stereo unspecified),7.5,-153.2,3.2,-3.3,-12.7,8.0,0.4,106.0,105.0
O=C1NC2(CCCCC2)C(=O)N1CCS(=O)(=O)Oc1ccc(Br)cc1,3.3,-9.4,0.4,7.7,0.8,-2.0,0.0,107.0,101.0
NC(=O)C1CCN(C(=O)c2ccco2)CC1,9.7,4.4,0.8,-3.2,-8.8,6.0,0.8,89.0,93.0
O=C1[C@H]2[C@H](ON3CCCC[C@H]23)C(=O)N1c1ccc(Cl)cc1,7.8,2.7,1.0,21.9,0.2,-4.0,-0.6,104.0,100.0
CCn1ncc(N2CCOCC2)c(Cl)c1=O,8.5,-12.9,-1.4,5.6,-7.5,5.0,-0.2,106.0,107.0
O=C(O)c1cc(-c2ccc(/C=N/N3C(=O)C4C5C=CC(C6CC56)C4C3=O)o2)ccc1Cl (stereo unspecified),26.0,-4.7,8.5,23.5,5.0,-12.0,3.6,96.0,94.0
CN(C(=O)COC(=O)c1ccc[nH]c1=O)C1CCCCC1,6.6,1.1,-0.2,-2.5,-1.8,-3.0,4.8,109.0,103.0
O=C(c1ccc(N2C(=O)c3ccccc3C2=O)cc1)N1CCCCC1,1.5,7.2,4.2,5.3,-0.4,-2.0,4.9,103.0,106.0
Cc1ccc(C)c(Cn2c(=O)c3c(nc4n3CCN4Cc3ccco3)n(C)c2=O)c1,-3.6,-10.3,-1.3,11.9,2.0,-2.0,2.2,110.0,107.0
CCC(CC)N1CCN(C(=O)c2cc(OC)c(OC)c(OC)c2)CC1,17.5,-5.2,0.5,15.6,-14.7,5.0,4.1,102.0,105.0
CN(Cc1ccccc1)c1nc2c(c(=O)[nH]c(=O)n2C)n1CCOc1ccccc1,20.3,-5.3,-0.1,3.5,-1.3,16.0,-1.1,109.0,104.0

Compound profiles, from the list above. Order of values: UBC9 SUMO inh, p-CIP stab down, IDE inh, NALP1 yeast inh, M18AAP inhibitor, MEKK2mut PB1 HTS, IDE cell activ, MEKK3 PB1 HTS, MEKK2wt PB1 HTS
Record of `Cc1ccc(C(=O)NC(=S)Nc2cccc(NC(=O)c3ccccc3)c2)cc1[N+](=O)[O-]` → -8.9, -4.5, 0.2, 8.8, -8.8, -2.0, -7.7, 107.0, 100.0
Record of `O=C(Nc1cccc(C(F)(F)F)c1)Nc1ccc(N2CCCC2)c(S(=O)(=O)Nc2ccccc2Cl)c1` → 5.9, -7.8, -2.9, 28.8, -9.1, 50.0, -2.1, 112.0, 49.0

Continuation:
Molecule,UBC9 SUMO inh,p-CIP stab down,IDE inh,NALP1 yeast inh,M18AAP inhibitor,MEKK2mut PB1 HTS,IDE cell activ,MEKK3 PB1 HTS,MEKK2wt PB1 HTS
Cc1cccc(C(=O)OCC(=O)NCCNC(=O)COC(=O)c2cccc(C)c2C)c1C,-1.1,-6.2,2.2,8.7,2.4,14.0,-3.2,103.0,107.0
CCCCN=C1NN=C(c2ccc(C)c(C)c2)CS1,-6.0,8.5,-0.7,13.9,-4.8,-1.0,.,110.0,111.0
O=S1(=O)NC2c3ccccc3CC2O1 (stereo unspecified),8.0,-9.1,-0.9,-2.4,1.6,2.0,-5.4,102.0,105.0
COc1ccc(C(=O)Nc2cccc(OC(=O)c3ccc(C)c(C)c3)c2)cc1,-20.9,-1.3,3.7,16.6,-3.4,.,-1.2,.,.
CCCCOc1ccc(NC(=O)CSc2cccc3cccnc23)cc1,2.8,-1.1,-1.2,16.3,-2.4,-1.0,-1.5,116.0,105.0
CC12CCC(C/C1=N\N=C1\NC(=O)/C(=C\c3ccc(Cl)cc3)S1)C2(C)C (stereo unspecified),-14.6,-17.3,4.6,36.6,-7.8,-1.0,2.5,91.0,83.0
CC(C)=CCN1CCNC(=O)C1CC(=O)NCc1nc(C)c(C)s1 (stereo unspecified),1.8,5.9,-1.2,0.1,-1.2,-2.0,3.5,100.0,102.0
CC1CCN(C(=S)NC(=O)c2cccs2)CC1,22.8,-6.7,3.2,23.5,1.2,-15.0,-5.6,93.0,86.0
COCCNC(=O)C1(S(=O)(=O)c2ccccc2)CC=CC1,5.0,-9.6,-1.9,15.4,0.7,0.0,5.7,101.0,102.0
CC(=O)c1ccc2noc(-c3ccc(C)cc3)c2c1,8.5,-16.8,4.9,-12.6,9.1,-3.0,-0.6,98.0,96.0
O=C(O)c1cc(S(=O)(=O)N2CCCc3ccccc32)ccc1Cl,-4.6,4.6,.,5.1,-1.6,-2.0,0.3,100.0,98.0
CN(CC(=O)NCc1ccc(F)cc1)S(=O)(=O)c1ccc2c(c1)c(=O)n(C)c(=O)n2C,3.5,5.2,3.0,14.5,4.6,2.0,5.6,101.0,102.0
Cc1c(C(=O)Nc2ccccc2Cl)oc2ccc(S(=O)(=O)N3CCC4(CC3)OCCO4)cc12,12.7,2.3,0.6,-2.8,10.4,4.0,-5.1,102.0,103.0
Cn1c(COc2ccccc2)nnc1SCC(=O)NCc1ccccc1,4.7,-4.0,1.4,0.0,-5.1,4.0,2.8,106.0,106.0
CCc1ccc(N(C(=O)c2csnn2)C(C(=O)NC2CCCCC2)c2ccncc2)cc1 (stereo unspecified),-1.1,-2.2,4.0,-1.5,9.6,1.0,2.7,100.0,98.0
CC1=Nc2cc(C(=O)N3CCCC3)ccc2Sc2ccc(C)cc21,-1.7,7.1,7.9,-1.2,-4.5,-1.0,3.3,102.0,99.0
CC(=O)c1ccc(N2CCN(c3ccc(C(F)(F)F)cn3)CC2)cc1,0.3,10.5,7.8,-1.7,-1.3,9.0,-11.2,102.0,115.0
COc1ccc(N(CC(=O)NC2CCCCC2)S(=O)(=O)c2cccnc2)cc1,-10.9,8.9,0.0,4.4,-3.1,1.0,6.2,102.0,99.0
CCOC(=O)c1cncc(C#CCOC(=O)Nc2ccc(OC(F)(F)F)cc2)c1,-8.1,-3.6,4.2,3.3,-0.4,2.0,0.2,107.0,103.0
C=CCn1c(-c2cccc(OC)c2)n[nH]c1=S,-3.5,6.3,4.8,-3.9,18.1,0.0,1.6,117.0,99.0
O=C(OCC(=O)N1CCCc2ccccc21)c1cccnc1Cl,-2.5,-11.8,5.5,29.9,1.9,11.0,3.5,98.0,106.0
Cc1cccc(CN2CCN(Cc3cccc4nonc34)CC2CCO)n1 (stereo unspecified),13.8,-21.9,-4.5,-0.5,-4.6,-9.0,0.0,100.0,83.0
Cc1nn(C)c(C(=O)N/N=C/c2ccncc2)c1Cl,16.4,-15.3,1.4,9.9,-1.4,7.0,2.5,107.0,111.0
O=C(COc1cc(O)c2c(=O)cc(-c3ccccc3)oc2c1)c1ccccc1,4.0,-21.7,3.8,4.5,1.1,-4.0,-0.2,94.0,92.0
CC(Sc1ncnc2ccccc12)C(=O)Nc1ccc2c(c1)OCO2 (stereo unspecified),-7.4,-1.1,-3.3,-2.2,4.4,6.0,6.6,104.0,104.0
COc1ccccc1C(=O)Nc1nnc(S(=O)(=O)N2CCCCC2)s1,3.0,-0.5,-0.9,12.1,0.1,1.0,1.6,100.0,102.0
CC(C)c1ccccc1NC(=O)c1cccc(NC(=O)c2ccccc2)c1,-3.1,-7.0,-4.7,4.5,6.2,1.0,-1.8,101.0,98.0
Cc1cc(C)n(-c2ccc(F)cc2)c(=O)c1C#N,12.0,-4.7,-2.5,-8.8,-1.2,-6.0,3.6,106.0,93.0

Ordered by the number under MEKK2wt PB1 HTS (highest first): three from the list above.
molecule | UBC9 SUMO inh | p-CIP stab down | IDE inh | NALP1 yeast inh | M18AAP inhibitor | MEKK2mut PB1 HTS | IDE cell activ | MEKK3 PB1 HTS | MEKK2wt PB1 HTS
COc1ccc(N(CC(=O)NC2CCCCC2)S(=O)(=O)c2cccnc2)cc1 | -10.9 | 8.9 | 0.0 | 4.4 | -3.1 | 1.0 | 6.2 | 102.0 | 99.0
O=C(COc1cc(O)c2c(=O)cc(-c3ccccc3)oc2c1)c1ccccc1 | 4.0 | -21.7 | 3.8 | 4.5 | 1.1 | -4.0 | -0.2 | 94.0 | 92.0
Cc1cccc(CN2CCN(Cc3cccc4nonc34)CC2CCO)n1 (stereo unspecified) | 13.8 | -21.9 | -4.5 | -0.5 | -4.6 | -9.0 | 0.0 | 100.0 | 83.0
